Compound activity: PubChem, National Center for Advancing Translational Sciences (NCATS)
12-LOX inh: Primary qHTS assay for inhibitors of human arachidonate 12S-lipoxygenase (ALOX12): Round 2. purified 12hLO, xylenol orange hydroperoxide absorbance. Potency, µM (doses to about 108 µM), inactives show top-dose activity change, negative = inhibition, hits mostly inhibitors. hit rate 1.1% among 580,000. Polyunsaturated fatty acid lipoxygenase ALOX12 (Homo sapiens), P18054; note: potency is the fitted concentration of half-maximal effect; % is set by controls: 0 for no effect and ±100 for the full control effect
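Hydroperoxide product was detected by ferrous iron/xylenol orange as the 573 to 405 nm absorbance ratio. Arachidonic acid at 40 uM (final) was turned over for 30 min at room temperature by 150 nM human 12hLO, pH 7.0 Hepes buffer, after 15 min compound preincubation.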
ERG-DNA inh: qHTS for Small Molecule Inhibitors of the ERG Ets/DNA interaction; Transcriptional regulator ERG (Homo sapiens), P11308; Potency, µM (highest dose often 76.9 µM), without a hit: at the top dose FP activity, negative = inhibition, usual class: inhibitors; hit rate 0.028% among 370,000; fluorescence polarization, His-ERG Ets domain / labelled DNA; active = well fitted inhibition curve with a large enough effect in the polarisation, with a control signal flat; inconclusive = small, poorly fitted or top-dose-only effect, or effect the other way, or a change in a side signal; inactive = no such curve, though single readings can be large or run the other way; the % refers to the polarisation;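 note: polarization taken with two DNA probes labelled with fluorescein and Texas red; potency is the fitted concentration of half-maximal effect; % of control where 0% means no effect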
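His-tagged ERG Ets domain (1 uM in the protein solution; 300mM KCl, 50mM Tris-HCl, 1mM EDTA, 1mM DTT, pH 7.5) received compound, then a probe mix of 5 nM fluorescein-DNA and 100nM Texas-615-DNA. Fluorescence polarization was read for both dyes.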
PI4K2A inh: qHTS for small molecular inhibitors of PI4K2A. activity change, negative = inhibition, % at 76.9 µM. Phosphatidylinositol 4-kinase type 2-alpha (Homo sapiens), Q9BTU6. purified PI4K2A, ADP-Glo luminescence, 1 h; stronger effect = lower value. hit rate 0.13% among 420,000. AID 1346378, 2018; in the data active = activity change below about -50%; inconclusive = mostly about -30% to -49%;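 note: -100% = wells without enzyme as full effect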
Target sequence (Q9BTU6 whole entry, looked up): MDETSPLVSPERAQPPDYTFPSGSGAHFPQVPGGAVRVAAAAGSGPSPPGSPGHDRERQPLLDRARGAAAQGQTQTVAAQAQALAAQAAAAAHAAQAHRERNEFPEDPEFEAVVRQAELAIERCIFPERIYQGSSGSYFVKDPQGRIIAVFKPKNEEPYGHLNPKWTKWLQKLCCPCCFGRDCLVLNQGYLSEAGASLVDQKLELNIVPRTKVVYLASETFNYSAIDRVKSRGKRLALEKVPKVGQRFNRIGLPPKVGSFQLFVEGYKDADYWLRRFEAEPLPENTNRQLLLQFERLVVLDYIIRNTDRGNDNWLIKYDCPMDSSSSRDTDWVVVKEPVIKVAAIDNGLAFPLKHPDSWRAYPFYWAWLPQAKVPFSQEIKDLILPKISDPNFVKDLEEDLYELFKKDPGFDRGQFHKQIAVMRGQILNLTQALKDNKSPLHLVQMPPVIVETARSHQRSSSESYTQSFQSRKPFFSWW
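In this quantitative HTS, ADP production by PI4K2A was quantified luminescently after 1 h at ambient temperature; 100 microM adenosine served as plate-quality control.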
RGS4 inhibitor: Inhibitors of Regulator of G Protein Signaling (RGS) 4: qHTS; Potency, µM (top dose mostly 114 µM), inactives show at the top dose activity change, negative = inhibition, usual class: inhibitors; Transcreener GDP fluorescence polarization, RGS4-accelerated GTP hydrolysis; hit rate 0.039% among 390,000; note: potency is the fitted concentration of half-maximal effect; % is set by controls: 0 for no effect and ±100 for the full control effect; nearly all actives have a fitted effect of over 75% in size; some results filed as inactive show a strong effect at the top dose
Target sequence (P49798 whole entry, looked up): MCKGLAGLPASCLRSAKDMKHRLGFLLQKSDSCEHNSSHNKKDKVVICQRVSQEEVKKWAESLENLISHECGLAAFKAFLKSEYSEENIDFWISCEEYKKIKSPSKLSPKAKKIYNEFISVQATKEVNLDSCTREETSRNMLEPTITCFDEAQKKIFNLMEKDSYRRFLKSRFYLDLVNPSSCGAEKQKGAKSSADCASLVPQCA
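MLSMR compounds (23 nl, pin-transferred) preincubated 10 min at room temperature with a 500nM (2x) first reagent, then RGS4 at 900nM (2x) plus Transcreener GDP mix added; fluorescence polarization (620/688 nm) read before and after 90 min at 30 °C.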
BAZ2B block: qHTS Assay for Inhibitors of BAZ2B. Bromodomain adjacent to zinc finger domain protein 2B (Homo sapiens), Q9UIF8. AlphaScreen BAZ2B-H3K14Ac peptide displacement. Potency, µM (titrated, usually from 114 µM), without a hit: at the highest dose activity change, negative = inhibition, hits mostly inhibitors. hit rate 4.4% among 360,000. AID 504333, 2011; note: potency is the fitted concentration of half-maximal effect; % is set by controls: 0 for no effect and ±100 for the full control effect; nearly all actives have a fitted effect of over 60% in size
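Inhibition is scored as reduced AlphaScreen emission. The BAZ2B/b-H3(5-23)K14Ac complex (50 nM each) in PBS pH 7.4, 0.01% Tween-20 meets compound (up to 110 uM) for 30 min at RT before bead addition.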
GLS inhibitor: qHTS for Inhibitors of Glutaminase (GLS); Potency, µM (series often up to 45.5 µM), for the others: top-dose activity change, negative = inhibition, usual class: inhibitors; GLS enzymatic activity, qHTS titration; Glutaminase kidney isoform, mitochondrial (Homo sapiens), O94925; AID 624170, 2012; hit rate 0.21% among 410,000; note: potency is the fitted concentration of half-maximal effect; % is set by controls: 0 for no effect and ±100 for the full control effect
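Read-out is an Amplex red fluorescence increase coupled through glutamate oxidase and HRP, measured before and after 30 min room-temperature incubation. hKGA is in 45 mM KH2PO4 (pH 8.2) with 0.02% Tween-20; glutamine added as 1mM solution.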
JMJD2A Tudor: qHTS Assay for Inhibitors of JMJD2A-Tudor Domain; Lysine-specific demethylase 4A (Homo sapiens), O75164; AlphaScreen JMJD2A-Tudor / H3K4me3 peptide binding; Potency, µM (highest dose often 114 µM), inactives show at the top dose activity change, negative = inhibition, hits mostly inhibitors; hit rate 4.4% among 390,000; note: potency is the fitted concentration of half-maximal effect; % is set by controls: 0 for no effect and ±100 for the full control effect; nearly all actives have a fitted effect of over 50% in size
HP1b chromo inh: HTS for Inhibitors of HP1-beta Chromodomain Interactions with Methylated Histone Tails | hit rate 0.56% among 390,000 | Potency, µM (top dose mostly 114 µM), without a hit: at the highest dose activity change, negative = inhibition, actives largely listed as inhibitors | AID 540317, 2011 | Chromobox protein homolog 1 (Homo sapiens), P83916 | AlphaScreen HP1-beta / biotin-H3K9me3 peptide binding; note: potency is the fitted concentration of half-maximal effect; nearly all actives have a fitted effect of over 70% in size; inactives centre near 23
Target sequence (P83916 whole entry, looked up): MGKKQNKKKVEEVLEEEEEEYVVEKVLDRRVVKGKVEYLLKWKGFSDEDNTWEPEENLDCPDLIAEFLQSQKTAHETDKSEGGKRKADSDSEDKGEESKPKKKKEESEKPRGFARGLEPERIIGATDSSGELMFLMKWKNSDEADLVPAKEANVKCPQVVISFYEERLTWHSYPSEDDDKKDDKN
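HP1-beta protein (50 nM final) preincubated 30 min at room temperature with biotinylated H3(1-18)K9me3 peptide (50 nM) in PBS pH 7.4, 0.01% Tween-20, then compound added for 30 min. AlphaScreen streptavidin donor/nickel chelate acceptor beads (10 ug/mL final), 30 min dark, luminescence read.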
G9a inh: qHTS Assay for Inhibitors of Histone Lysine Methyltransferase G9a; Histone-lysine N-methyltransferase EHMT2 (Homo sapiens), Q96KQ7; G9a H3K9 monomethylation, AlphaScreen, 2 h; Potency, µM (titrated, usually from 102 µM), for inactives: at the highest dose activity, negative = inhibition, actives largely listed as inhibitors; hit rate 8.8% among 350,000; AID 504332, 2011; note: potency is the fitted concentration of half-maximal effect; % is set by controls: 0 for no effect and ±100 for the full control effect; nearly all actives have a fitted effect of over 75% in size
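AlphaScreen read-out: biotin-H3K9 peptide (500 nM) methylation by 20 nM enzyme with 20 uM SAM, 2 h at room temperature after 15 min compound preincubation; anti-monomethyl H3K9 antibody plus donor/acceptor beads, 10 min dark.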
* marks the source's active call; other numbers are inactive results; ? = inconclusive; · = not tested or not shown; & = joins results of further samples; [ ] = another dose, or the depositor's remark. Unless noted, calls come from the whole dose curve; as a rule, active = well fitted curve in the direction sought with a large enough effect; inconclusive = small, poorly fitted or top-dose-only effect, or another doubt; inactive = no such curve, though single readings can be large; an effect the other way counts as inactive or inconclusive. Not all compounds are listed; the hit share may differ from the screen's.

SMILES	12-LOX inh	ERG-DNA inh	PI4K2A inh	RGS4 inhibitor	BAZ2B block	GLS inhibitor	JMJD2A Tudor	HP1b chromo inh	G9a inh
COc1ccc(OC)c(/C=N/NC(=O)CCc2n[nH]c(=O)[nH]c2=O)c1	0%	6%	-8	3%[11.4 µM]	1%	0%	-15%	31%	-23%
CCOC(=O)c1csc(NC(=O)CSc2nnnn2-c2ccc3c(c2)OCCO3)n1	435%[activator]	6%	5	?	5%	8%	-9%	26%	-3%[59 µM]
Cc1nc2ccccc2cc1C(=O)Nc1ccccc1Cl	1%	-13%	2	3%	5%	-12%	-34%	29%	6%
CN(Cc1cn[nH]c1-c1cc2ccccc2o1)CC1CCOCC1	-1%	-9%	-1	-8%	-2%	6%	2%	38%	2%
CN(Cc1nc2ccc(F)cc2[nH]1)C(=O)C1CCC(=O)N(C2CC2)C1 (stereo unspecified)	?	4%	-3	-7%	-1%	-10%	-5%	28%	41%
CCCNC(=O)c1ccc2c(c1)S(=O)(=O)c1ccccc1C2=O	24%	0%	1	6%	-11%	-2%	-14%	13%	·
CCN(CC)S(=O)(=O)c1ccc(C(=O)NCCN(C)C)cc1	-11%	-7%	4	-17%	-32%	-4%	-8%[11.4 µM]	48%[activator]	-22%
Cc1occc1-c1nnc(SCC(=O)NCc2cccs2)n1-c1ccc(F)cc1	0%	5%	2	-32%	19%	9%	-29%	40%[activator]	-20%
CCCCCCOc1ccc(OCC(O)CN2C(=O)NC(C)(C)C2=O)cc1 (stereo unspecified)	10%	-5%	5	-15%	3%	1%	-9%	15%	14%[59 µM]
COc1ccc(CC(=O)OC(C)C(=O)NCc2ccc3c(c2)OCO3)cc1OC (stereo unspecified)	4%	-5%	-6	2%	-6%	17%	-7%	35%	-45%
CS(=O)(=O)N(CC(=O)Nc1ccccc1C(=O)N1CCCC1)c1ccccc1Br	0%	-8%	1	-17%	1%	-1%	1%	20%	28%
COc1ccccc1CCc1nnc(N)s1	0%	-8%	2	-18%	-19%	0%	0%	28%	·
Cc1ccc(C(C)C)c2c1C(c1ccc3c(c1)OCO3)CC(=O)O2 (stereo unspecified)	?	4%	1	-3%	·	-7%	-14%	34%	21%
CCOc1ccccc1CN1C(=O)c2ccccc2C1C(=O)NCC1CCCO1 (stereo unspecified)	5%	-14%	5	-13%[11.4 µM]	-4%	-13%	-5%[11.4 µM]	62%[activator]	-31%
COc1ccc(C(C)=O)cc1COc1ccc(F)cc1	2%	5%	-6	24%[56.9 µM]	-1%	-12%	28%	132%[activator]	42%
Cc1ccc(N2CC(C(=O)NC3=NCCS3)CC2=O)cc1C (stereo unspecified)	-20%	-6%	-6	7%	5%	-1%	-21%	15%	-13%[59 µM]
CC1CCCN(CCCNC(=O)c2nn(C)c3c2CSc2ccccc2-3)C1 (stereo unspecified)	4%	1%	3	13%[11.4 µM]	-8%[57.1 µM]	10%	-20%	39%	5%
O=C(CSc1nnc2ccc(-c3cccnc3)nn12)Nc1ccc(F)cc1F	-4%	15%	-8	-25%	·	-4%	-23%	42%[activator]	?
Cc1ccc(S(=O)(=O)NCC(=O)N(CC(=O)NCc2ccco2)Cc2ccccc2)cc1	-4%	0%	-16	-11%	-19%	2%	-16%	2%	13%
ClCc1c2ccccc2cc2ccccc12	-21%	-5%	3	2%	61%[activator]	4%	137%[activator]	220%[activator]	-20%[59 µM]
CCN(CC)c1nc(N)nc(N(c2ccccc2)c2ccccc2)n1	11%[57.4 µM]	-3%	-2	-1%	14%	-2%	-3%	30%	-25%
Cc1ccc(OCCNC(=O)CNC(=O)c2ccc3c(c2)OCO3)cc1	-15%	2%	-1	-3%	10%	-4%	-5%	51%[activator]	5%
Cc1ccc(-c2nc(CS(=O)CC(=O)N3CCN(c4ccccc4)CC3)c(C)o2)cc1 (stereo unspecified)	?	4%&-6%	-1&-2	-19%&-5%	?	-8%&8%	-21%&-26%	15%&26%	?
Clc1ccc(SCCCCN2CCOCC2)cc1	?	19%	-3	-26%	32µM*	0%	5.6µM*	40µM*	4µM*
CCOC(=O)c1cccc(NC(=O)Cn2ncc3c(=O)oc4ccccc4c32)c1	-20%	-12%	0	-6%	·	-1%	-14%	23%	-12%[59 µM]

Whole records from above. Order of values: 12-LOX inh, ERG-DNA inh, PI4K2A inh, RGS4 inhibitor, BAZ2B block, GLS inhibitor, JMJD2A Tudor, HP1b chromo inh, G9a inh
`CCN(CC)c1nc(N)nc(N(c2ccccc2)c2ccccc2)n1` across the screens: 11%[57.4 µM], -3%, -2, -1%, 14%, -2%, -3%, 30%, -25%
`COc1ccc(C(C)=O)cc1COc1ccc(F)cc1` across the screens: 2%, 5%, -6, 24%[56.9 µM], -1%, -12%, 28%, 132%[activator], 42%
`COc1ccc(OC)c(/C=N/NC(=O)CCc2n[nH]c(=O)[nH]c2=O)c1` across the screens: 0%, 6%, -8, 3%[11.4 µM], 1%, 0%, -15%, 31%, -23%
`Cc1occc1-c1nnc(SCC(=O)NCc2cccs2)n1-c1ccc(F)cc1` across the screens: 0%, 5%, 2, -32%, 19%, 9%, -29%, 40%[activator], -20%

An excerpt from above in order of SMILES length, low to high:
SMILES	12-LOX inh	ERG-DNA inh	PI4K2A inh	RGS4 inhibitor	BAZ2B block	GLS inhibitor	JMJD2A Tudor	HP1b chromo inh	G9a inh
ClCc1c2ccccc2cc2ccccc12	-21%	-5%	3	2%	61%[activator]	4%	137%[activator]	220%[activator]	-20%[59 µM]
Cc1ccc(OCCNC(=O)CNC(=O)c2ccc3c(c2)OCO3)cc1	-15%	2%	-1	-3%	10%	-4%	-5%	51%[activator]	5%
CC1CCCN(CCCNC(=O)c2nn(C)c3c2CSc2ccccc2-3)C1 (stereo unspecified)	4%	1%	3	13%[11.4 µM]	-8%[57.1 µM]	10%	-20%	39%	5%

Continuation:
SMILES	12-LOX inh	ERG-DNA inh	PI4K2A inh	RGS4 inhibitor	BAZ2B block	GLS inhibitor	JMJD2A Tudor	HP1b chromo inh	G9a inh
N#Cc1ccc(OCC(=O)OCC(=O)NC2CC2)cc1	-11%	-16%	-2	-12%	·	6%	-5%	9%	·
CCOc1ccc(NC(=O)Cn2cc(C(=O)c3ccc(CC)cc3)c(=O)c3cc4c(cc32)OCO4)cc1	-23%	-7%	2	-8%	-15%	-3%	-26%	16%	-7%[59 µM]
CSCC[C@H](NC(=O)C1CCN(S(=O)(=O)c2ccc(C)cc2)CC1)C(=O)NC1CCS(=O)(=O)C1 (stereo partly specified)	6%	9%	-1	17%	-4%	11%	-14%	23%	56µM*
O=C(c1cc(-c2ccc(Br)cc2)nc2ccccc12)N1CCC1	25%	-6%	2	-6%	-33%	-17%	?	8%	?
Cc1ccc(CNC(=O)C(CC(C)C)OC(=O)c2ccco2)cc1 (stereo unspecified)	-16%	-4%	-10	19%	-12%	5%	8%	-2%	23%
CC(C(=O)N1CCN(Cc2ccc3c(c2)OCO3)CC1)n1cc([N+](=O)[O-])cn1 (stereo unspecified)	-19%	2%	4	?	4%	10%	-5%	-3%	23%[59 µM]
O=C(Nc1ccc2c(c1)OCCO2)c1ccc(S(=O)(=O)N2CCCCC2)cc1	-1%	1%	1	-4%	-8%	7%	-23%	3%	1%[59 µM]
CSc1ccc(Cl)c(C(=O)Nc2nccs2)c1	-62%	2%	-24	-3%	?	0%	2%	90%[activator]	·
Cc1c(C(=O)Oc2ccc(Br)cc2)sc2ncn(Cc3ccccc3F)c(=O)c12	-20%	2%	1	-30%	5%	1%	14%	9%	-5%[59 µM]
CCOC(=O)Cn1nc(/C=C/c2ccc(OC)cc2)ccc1=O	0%	-4%	1	27%	·	22%	0%	29%	·
Fc1ccc(OCc2nnc(-c3ccccc3Br)o2)c(Cl)c1	14%	4%	0	-12%	69%[activator]	-2%	115%[activator]	136%[activator]	76%[activator]
Cc1noc(C)c1C(=O)OCC(=O)Nc1ccccc1SCC#N	-8%	-3%	-3	-14%	-5%	-1%	-3%	73%[activator]	-10%[12.7 µM]
NC(=O)c1[nH]cnc1N	0%&32%	4%&1%	-2&-3	-11%&-4%	-32%&-15%	-6%&12%	-17%&-21%	54%&44%[activator]	1%[12.7 µM]
COc1ccc(N2CCN(CC(=O)NC(=O)NCc3ccco3)CC2)cc1	-25%	-7%	-5	-4%	-7%	32%[activator]	?	5%	32µM*
CCC(C)C(NC(=O)C(C)NC(=O)CNC(=O)CNC(=O)OCc1ccccc1)C(=O)OC (stereo unspecified)	0%	-18%	-3	-2%	-1%	-3%	8%	16%	-7%[59 µM]
